CHO parental Ca – counter-screen: ATP calcium response change in parental CHO cells; AID 463079; parental CHO-K1, ATP-induced calcium, Fluo-8 fluorescence; 330,000 tested, 0.63% active; inhibition, % at 5.6 µM;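 active = inhibition above that plate's mean sample inhibition plus 3 SD, cut at about 26% in these data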;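 note: 0% = ATP-challenged DMSO wells and 100% = DMSO wells without ATP; some compounds past the cut are filed as inactive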
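Material: parental CHO cells / Compound: single nominal dose of 5.6 µM per compound / Signal: Fluo-8 fluorescence / Replicates: singlicate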
OXTR potentiator – human OXTR potentiation | 320,000 tested, 0.061% active | AID 2445 | P30559 | CHO-OTR cells, Fluo-8 calcium fluorescence, potentiator mode; 0% = oxytocin EC15, 100% = EC100 | activation, % at 3 µM;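 active = activation above that plate's cutoff, the mean activation of tested compounds plus 3 SD, cut at about 6.6% in these data, passing the limit was not always enough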;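 note: 100% uses oxytocin at 75 nM as the full agonist control; some results filed as inactive read as strong as hits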
Target sequence (P30559 whole entry, looked up): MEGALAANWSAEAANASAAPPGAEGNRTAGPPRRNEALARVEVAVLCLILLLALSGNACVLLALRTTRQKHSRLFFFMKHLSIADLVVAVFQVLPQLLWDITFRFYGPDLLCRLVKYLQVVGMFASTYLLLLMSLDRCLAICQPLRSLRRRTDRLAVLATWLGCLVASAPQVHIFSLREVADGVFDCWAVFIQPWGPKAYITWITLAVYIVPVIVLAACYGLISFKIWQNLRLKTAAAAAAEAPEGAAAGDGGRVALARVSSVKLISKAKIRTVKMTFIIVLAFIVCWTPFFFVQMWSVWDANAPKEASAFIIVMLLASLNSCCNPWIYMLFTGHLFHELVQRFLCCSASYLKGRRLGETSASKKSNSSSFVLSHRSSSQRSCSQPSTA
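Material: human OTR in CHO cells. Compound: 3.0 µM, one dose. Timing: compound 6 min at room temperature before oxytocin, 100 s read. Evaluation: % activation of max/min ratio relative to oxytocin controls. Replication: single well per compound, singlicate. Signal: Fluo-8 calcium dye fluorescence.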
Starred values were filed as active, the others as inactive. Not all compounds are listed; the hit share may differ from the screen's.

molecule | CHO parental Ca | OXTR potentiator
C#CCOCCOCCOCCNc1nc(N2CCN(C(=O)[C@H](CCCCN)n3cc(C(N)CO)nn3)CC2)nc(N2CCN(C(=O)[C@H](CCC(=O)O)n3cc(C(N)[C@H](C)CC)nn3)CC2)n1 (some centres undefined) | 7 | 6
COc1ccc(S(=O)(=O)n2nc(C)c(S(=O)(=O)N3CCOCC3)c2C)cc1OC | -19 | -5
CCOC(=O)c1c2c(n(C)c1COC)C(=O)C(=O)c1ccc(Br)cc1-2 | 4 | 2
CC1CN(c2nc3ccccc3nc2C(C#N)C(=O)NC2CCCCC2)CC(C)O1 (centres undefined) | -36 | -5
CCn1cc(C(=O)O)c(=O)c2cc(F)c(N3CCN(S(=O)(=O)c4ccc(Br)cc4)CC3)cc21 | -3 | -3
Cc1ccc(SCc2cc(=O)n3ccsc3n2)c(C)c1 | -18 | 6
O=C(Nc1ccc2c(c1)nc1n2CCN(C2CCCCC2)C1)NC1CCCCC1 | -11 | -8
Cc1ccc(NC(=O)c2cc3c(=O)oc4ccc(C)cc4c3s2)nc1 | -4 | -2
CCOCCCNC(=O)Cc1ccc(F)cc1 | -2 | -4
Brc1ccc2[nH]c3c(N4CCc5ccccc5C4)ncnc3c2c1 | 47* | -21
Cc1ccc(NC(=O)Nc2ccc3c(c2)nc(C)n3C)cc1C | -7 | -4
COc1ccc(-c2cc(C(F)(F)F)c(C#N)c(SCC(=O)Nc3ccccc3C#N)n2)cc1 | -17 | 1
O=C(Cn1c(N2CCN(C/C=C/c3ccccc3)CC2)nc2ccccc21)c1ccccc1 | 7 | -7
Cc1ccc(C2C3=C(CCCC3=O)Nc3c2c(C)nn3-c2ccccn2)o1 (centres undefined) | -15 | 2
CCOC(=O)C1=C(N)n2c(s/c(=C/c3ccccc3)c2=O)=C(C(=O)OCC)C1c1ccccc1 (centres undefined) | -15 | -4
O=C(C1=C[C@@H]2[C@H]3C(=O)N(c4ccccc4Cl)C(=O)[C@H]3[C@@H](C(=O)c3ccc(Cl)cc3)N2C=C1)c1ccccc1 | -1 | -13
O=C(Nc1ccc(F)c(F)c1)c1ccc(F)c(S(=O)(=O)N2CCOCC2)c1 | -1 | -10
CC(=O)c1ccc(COC(=O)c2ccccc2NC(=O)C(C)C)cc1 | -28 | -4
CC(C)(C)C(=O)/C(=C\c1ccc([N+](=O)[O-])cc1)n1cncn1 | 23 | -9
CCN(CC)c1ccc2cc(C(N)=O)/c(=N\NC(=O)c3ccncc3)oc2c1 | 2 | -8

The listing continues:
molecule | CHO parental Ca | OXTR potentiator
Nc1nc(Cl)cc(NCCc2ccccc2)n1 | 1 | -5
COc1ccc(NS(=O)(=O)c2ccc(N)cc2)nn1 | -14 | -5
CCCCc1ccc(NC(=O)COc2ccc(C(=O)Nc3ccccc3OC)cc2)cc1 | -16 | -2
O=C1CCCC/C1=N\Nc1ccc(C2CCCCC2)cc1 | -28 | -13
Brc1ccccc1CN1CCN(Cc2c[nH]c3ccccc23)CC1 | 6 | -12
C/C=C\C=C/C(=O)Nc1cccc(C2=NOC3(C2)C[C@@H](C(N)=O)N(C(=O)c2ccccc2)C3)c1 (some centres undefined) | -11 | -5
O=C1c2ccc(-c3nc4ccccc4o3)cc2C(=O)N1Cc1cccnc1 | -12 | -5
NC(=O)C1CCN(c2nc(-c3ccc4c(c3)OCCO4)cs2)CC1 | 8 | -2
Cn1c(=O)c(C(=O)COC(=O)c2cc(-c3ccco3)nc3ccccc23)c(N)n(Cc2ccccc2)c1=O | -4 | -1
O=C(N/C(=C\c1cn(-c2ccccc2)nc1-c1ccccc1)C(=O)N1CCOCC1)c1ccccc1 | 1 | -1
CCOC(=O)c1cnc(SCc2nc(N)nc(Nc3ccccc3OC)n2)nc1N | -7 | -14
COc1ccccc1N1CCN(C(=O)CSc2ncnc3c2cnn3-c2ccc(C)c(C)c2)CC1 | -14 | 0
NCCCC[C@H](NC(=O)C1CCNCC1)c1nnc(CN)o1 | -6 | 4
OCCNc1nc(Nc2ccc(Br)cc2)nc2ccccc12 | -13 | -26
CC1(C)Cc2c(sc3c2c(N)nc(=S)n3Cc2ccccc2)CO1 | -9 | 9
C=C1C(=O)O[C@@H]2C[C@@H](C)[C@@H]3C=CC(=O)[C@@]3(C)[C@@H](OC(C)=O)[C@H]12 | 3 | -7
CCOc1ccc(NC(=S)N(CC)Cc2ccccc2)cc1 | 4 | -5
O=[N+]([O-])c1cc([N+](=O)[O-])c2cccnc2c1O | -12 | 1
O=C(O)c1ccc(Cl)c2c1C1C=CCC1C(c1ccccn1)N2 (centres undefined) | -8 | 0
COc1cc(-c2nnc(NC(=O)c3ccc(S(=O)(=O)N4CCOCC4)cc3)o2)cc(OC)c1OC | -8 | -6

In another format: results already given.
CCOc1ccc(NC(=S)N(CC)Cc2ccccc2)cc1
- CHO parental Ca: 4
- OXTR potentiator: -5
O=[N+]([O-])c1cc([N+](=O)[O-])c2cccnc2c1O
- CHO parental Ca: -12
- OXTR potentiator: 1
O=C(O)c1ccc(Cl)c2c1C1C=CCC1C(c1ccccn1)N2 (centres undefined)
- CHO parental Ca: -8
- OXTR potentiator: 0
COc1cc(-c2nnc(NC(=O)c3ccc(S(=O)(=O)N4CCOCC4)cc3)o2)cc(OC)c1OC
- CHO parental Ca: -8
- OXTR potentiator: -6

(more compounds)
molecule | CHO parental Ca | OXTR potentiator
COC(=O)[C@@]1(Cc2ccc(OC)cc2)[C@@H]2C(=CC(=O)[C@H]2CC(=O)C(=O)N(C)C)CN1C(=O)c1ccccc1 | -17 | -6
O=C(O)c1cn(Cc2cccnc2)c(=O)c2ccccc12 | -17 | -5
CC1(C(=O)Nc2cccc(C(F)(F)F)c2)CO1 (centres undefined) | -9 | -2
Cc1ccc2nc(NC(=O)c3cccc(-c4cc5ccccc5oc4=O)c3)sc2c1 | -10 | -4
COC/C=C/C1=CC2=CC(=O)C(C)(O)C(=O)C2=CO1 (centres undefined) | 1 | -8
CCN(CC)CCCNC(=S)N(Cc1ccco1)Cc1cc2cc3c(cc2[nH]c1=O)OCCO3 | -7 | -5
O=C(NC1CC2CCCC(C1)N2Cc1cccs1)c1ccc([N+](=O)[O-])cc1 (centres undefined) | -19 | -12
NNC(=O)c1ccc(NS(=O)(=O)c2ccc(Br)cc2)cc1 | 3 | -3
CCOC(=O)C1=C(C)OC(N)=C(C#N)C1c1cc2ccccc2nc1N1CCCCC1 (centres undefined) | -16 | -4
O=C(O)Cn1cc(/C=C2/SC(=O)N(CC(=O)N3CCCCCC3)C2=O)c2ccccc21 | -1 | -15
O=C(NCc1ccc2c(c1)OCO2)c1cc(-c2ccncc2)nc2ccccc12 | -19 | -5
Clc1ccc(-c2n[nH]c3c2Cc2ccccc2-3)cc1Cl | -3 | -5
Cn1ncc2c(NCc3cccc(C(F)(F)F)c3)c(C(=O)O)cnc21 | -6 | 1
COc1ccc(-c2c(C)c3ccc(OCC(C)=O)cc3oc2=O)cc1 | 3 | -19
O=C1c2cccnc2C(Nc2ccc(Br)cc2Br)N1Cc1cccs1 (centres undefined) | -19 | 1
CCCc1nc2c(C)cc(-c3nc4ccccc4n3C)cc2n1Cc1ccc(-c2ccccc2C(=O)O)cc1 | -13 | 1
CC(=O)Nc1ccc(/C(C)=N\NC(=O)c2ccc(-c3ccccc3)cc2)cc1 | -7 | -1
C/C=C\C=C\C(=O)Nc1cccc(C2=NOC3(C2)C[C@H](C(N)=O)N(C(=O)c2ccccc2C(=O)c2ccccc2)C3)c1 (some centres undefined) | -14 | -5
COc1cc(NS(=O)(=O)c2ccc(N)cc2)ncn1 | 10 | -5
CN1N=C(C(C)(C)C)CC1=O | 5 | -6

The listing continues.
molecule | CHO parental Ca | OXTR potentiator
COc1ccc(-n2c(SCC(=O)Nc3ncc(Cl)cc3Cl)nc3ccccc32)cc1 | -21 | -5
O=C(N/N=C/c1ccccc1O)c1cc(=O)[nH]c2ccccc12 | -9 | -9
O=C(Nc1ccc(NC(=O)c2ccncc2)cc1)c1ccncc1 | 11 | -7
COC(=O)C1(C)Cc2cc(OC(C)=O)c(OC(C)=O)cc2N1 (centres undefined) | -2 | -14
COc1ccc(CN2[C@@H](CC(=O)O)c3ccc(C(F)(F)F)cc3S2(=O)=O)cc1 | -1 | 6
O=S(=O)(/N=C(/Nc1ccc(F)cc1F)c1ccccc1)c1ccc(Br)cc1 | 6 | -3
Cn1c(Cc2ccc3c(c2)OCO3)nnc1SCC(=O)NC1CCCC1 | -3 | -5
COCCn1c(N/N=C(C)/C=C/c2ccccc2)nc2c1c(=O)[nH]c(=O)n2C | -7 | -1
O=c1[nH]c(/C=C/c2ccc(Br)cc2)nc2c1cnn2-c1ccccc1 | -5 | -3
C[C@@H]1CCCCCCCCC(=O)OCCN(C(=O)OC(C)(C)C)[C@H](C)CCCCCCCCC(=O)OCCN(C(=O)OC(C)(C)C)[C@H](C)CCCCCCCCC(=O)OCCN1C(=O)OC(C)(C)C | -10 | -5
CC(=O)Nc1ccc(OC(=O)c2cc3cc(Br)cc(Br)c3oc2=O)cc1 | -7 | 3
COc1ccc2c(c1)/C(=N/N1C(=O)c3ccccc3C1=O)C(=O)N2 | -8 | -1
COc1ccc(-c2cc(C(F)F)n3ncc(C(=O)Nc4cnn(Cc5ccccc5)c4)c3n2)cc1 | -8 | -4
COCCn1c(SCc2cc(=O)n3cc(C)ccc3n2)nc2ccccc2c1=O | -17 | -17
CN(C)S(=O)(=O)c1ccc(NC(=S)NC(=O)c2ccc(Br)o2)cc1 | -2 | 2
COc1ccnc(CS(=O)c2nc3cc(OC(F)F)ccc3[nH]2)c1OC (centres undefined) | -19 | -1
COC(=O)CN(c1ccc2c(c1)OCO2)S(=O)(=O)c1c(C)[nH]c(=O)[nH]c1=O | -2 | -4
O=C(COc1ccccc1)Nc1ccc(Cl)cc1Cl | -16 | 0
CC(C)n1nnnc1SCC(=O)Nc1ccc2c(c1)OCCO2 | -12 | 2
CCOc1ccc(CCNC(=O)c2cc(-c3ccccc3)c(N3CCOCC3)s2)cc1OCC | -11 | -7

Next part:
molecule | CHO parental Ca | OXTR potentiator
Nc1ncnc2c1ncn2[C@@H]1O[C@H](CO)C[C@@H]1O | -16 | -17
Cc1ccc(/C([O-])=C(/C(=S)NCc2ccco2)[n+]2ccccc2)cc1 | -7 | -9
C(=N\Nc1nc(Nc2ccccc2)nc(N2CCCCC2)n1)/c1ccco1 | -19 | 1
CC(C)[C@@]1(c2ccc(Cl)cc2)ON(c2ccccc2C(F)(F)F)C1=O | -17 | 1
C[C@@H]1C[C@@H]2OC(=O)[C@]3(C)[C@H]2[C@@H](OC3(C)O)[C@]2(C)C(=O)CC[C@H]12 (some centres undefined) | -5 | -6
O=C(CCn1c(=S)[nH]c2cc3c(cc2c1=O)OCO3)N1CCc2ccccc2C1 | -8 | 1
CCCc1nnc(NC(=O)c2c(O)c3cccc4c3n(c2=O)CCC4)s1 | 1 | -7
CCOC(=O)N1CCN(c2nc(N(c3ccccc3)c3ccccc3)nc(-n3ccnc3)n2)CC1 | -20 | -17
COc1ccc(OCC(=O)NC(=S)Nc2ccccc2F)cc1 | -7 | -11
CC(C)=CCc1c2c(c(O)c3c(=O)c4c(oc13)-c1cc(O)c(O)cc1OC4C=C(C)C)C=CC(C)(C)O2 (centres undefined) | -12 | 4
O=C(c1cnn(C(=O)c2cccc(S(=O)(=O)N3CCOCC3)c2)c1)c1cc(Cl)cc(Cl)c1O | -14 | -9
N#CC1=C(N)SC(N)=C(C#N)C1CCC1CCCCC1 | 10 | -7
O=C(NC(=O)N1CCN(c2ccc([N+](=O)[O-])cn2)CC1)c1c(Cl)cccc1Cl | -10 | -4
CCC(NC(=O)COc1ccc([N+](=O)[O-])cc1)c1ccccc1 (centres undefined) | -3 | -8
NC(C(=O)O)C1CC(Cl)=NO1 (centres undefined) | -12 | -4
O=C(NCc1ccc2[nH]c3c(c2c1)CCCC3)N1CCOCC1 | -25 | -15
C#CCOCCOCCOCCNc1nc(N2CCN(C(=O)C(Cc3cc4ccccc4[nH]3)n3cc(C(N)C(C)CC)nn3)CC2)nc(N2CCN(C(=O)C(Cc3cc4ccccc4[nH]3)n3cc(C(N)C(C)CC)nn3)CC2)n1 (centres undefined) | -14 | -1
COC(=O)[C@@]1(Cc2ccccc2)[C@H]2c3cc(C(=O)N4CCCC4)n(CCSCCO)c3C[C@H]2CN1C(=O)c1ccccc1 | -25 | 0
O=c1[nH]c(SCc2ccc(Cl)cc2)nc2ccsc12 | -8 | -15
O=C(N/N=C/c1cccnc1)c1ccccc1OCc1ccc(Cl)cc1 | -30 | -12

Other results follow:
molecule | CHO parental Ca | OXTR potentiator
O=C1N[C@H](Cc2ccccc2)C(=O)N[C@H]1Cc1cn(S(=O)(=O)c2ccccc2)c2ccccc12 | -13 | -5
COc1ccc(Nc2sc(C(=O)Nc3cccc(Cl)c3)c(N)c2C(=O)Nc2ccccc2OC)cc1 | 48* | -5
Cc1nn(Cc2ccccc2)c(C)c1NC(=O)CSc1nc2sc3c(c2c(=O)n1C)CCC3 | -15 | -12
Cc1ccc(NCc2ccc(C)s2)cc1 | -12 | -12
COc1cccc(C=Nc2cccnc2)c1O | 14 | -9
CCOC(=O)OC(C)OC1=C(C(=O)Nc2ccccn2)N(C)S(=O)(=O)c2ccccc21 (centres undefined) | -4 | 3
COC(=O)[C@@]1(Cc2ccc(F)cc2)[C@H]2c3cc(C(=O)N4CCCC4)n(CCc4c[nH]c5ccc(OC)cc45)c3C[C@H]2CN1C(=O)c1ccccc1 | -19 | -10

High-throughput results deposited in PubChem by The Scripps Research Institute Molecular Screening Center.
